PfHsp40 yeast – rescue of yeast from PfHsp40 toxicity, primary screen, S. cerevisiae, ATP luminescence | 340,000 tested, 0.68% active | growth rescue, % at 12.5 µM | S. cerevisiae expressing PfHsp40, growth rescue; in the data active means growth rescue above about 28%, passing the limit was not always enough; inconclusive means no clear call, values can overlap the other calls;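 further: yeast W303a lacking pdr1 and pdr3 grown in galactose medium; growth measured after three days at 30 °C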
TcdB GH inh – TcdB glycohydrolase inhibitors, primary screen, biochemical, single point, plate reader; TcdB glycohydrolase enzymatic assay; Toxin B (Clostridioides difficile), P18177; 350,000 tested, 0.24% active; inhibition, % at 9.99 µM; in the data active means inhibition above about 10%
PriA SSB inh – inhibitors of Klebsiella pneumoniae PriA binding to SSB C-terminal tail, primary screen, biochemical, AlphaScreen; AlphaScreen SSBct-PriA binding, biotinylated peptide; inhibition, % at 33 µM; 430,000 tested, 0.6% active; PriA–SSB C-terminal tail interaction (Klebsiella pneumoniae); in the data active means inhibition mostly above about 37%, no sharp cut-off; inactive means mostly below about 20%;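 further: plate controls were negative control peptide for no effect and reference peptide for full effect; strong numbers were not always called active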
DUSP3 inh – VHR1 phosphatase inhibitors, primary screen, biochemical, absorbance, uHTS. Dual specificity protein phosphatase 3 (Homo sapiens), P51452. recombinant VHR phosphatase, pNPP absorbance. inhibition, % at 13.3 µM. 290,000 tested, 0.52% active. AID 1654, 2009; in the data active means inhibition above about 50%; further: some compounds called inactive have numbers as strong as hits
Target sequence (P51452 whole entry, looked up): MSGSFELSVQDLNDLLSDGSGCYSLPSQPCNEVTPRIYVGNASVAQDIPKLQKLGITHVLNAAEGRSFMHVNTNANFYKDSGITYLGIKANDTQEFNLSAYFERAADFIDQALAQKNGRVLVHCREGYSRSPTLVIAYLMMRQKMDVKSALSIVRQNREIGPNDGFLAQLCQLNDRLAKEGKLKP
Rv3671c inh – Rv3671c serine protease inhibitors, primary screen, biochemical, fluorescence polarization, M. tuberculosis H37Rv; P9WHR9; 320,000 tested, 0.048% active; inhibition, % at 5.96 µM; in the data active means inhibition above about 38%;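 further: extracellular domain of Rv3671c used as enzyme; 0% = enzyme with DMSO and 100% = no enzyme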
MazEF act – activators of E. coli MazEF toxin-antitoxin RNase, primary screen, biochemical, fluorescence, uHTS; 350,000 tested, 0.32% active; activation, % at 20 µM; FAM/BHQ RNA-DNA oligo cleavage fluorescence, 5 h; AID 504720, 2011; in the data active means activation above about 50%
Target sequence (P0AE70 whole entry, looked up): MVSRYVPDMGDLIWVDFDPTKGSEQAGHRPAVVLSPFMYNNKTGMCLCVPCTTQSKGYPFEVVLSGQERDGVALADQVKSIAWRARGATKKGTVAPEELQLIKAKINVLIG
Anthrax LF prot – Bacillus anthracis LF protease inhibitors, primary screen, biochemical, multiplex microsphere, MLPCN library. Lethal factor (Bacillus anthracis), P15917. multiplex microsphere protease cleavage assay. inhibition, % at 10 µM. 360,000 tested, 0.12% active. AID 588501, 2011; in the data active means inhibition above about 30%; inconclusive means no clear call, values can overlap the other calls; further: plate controls were buffer without enzyme for full effect and enzyme alone for no effect
Target sequence (P15917 whole entry, looked up): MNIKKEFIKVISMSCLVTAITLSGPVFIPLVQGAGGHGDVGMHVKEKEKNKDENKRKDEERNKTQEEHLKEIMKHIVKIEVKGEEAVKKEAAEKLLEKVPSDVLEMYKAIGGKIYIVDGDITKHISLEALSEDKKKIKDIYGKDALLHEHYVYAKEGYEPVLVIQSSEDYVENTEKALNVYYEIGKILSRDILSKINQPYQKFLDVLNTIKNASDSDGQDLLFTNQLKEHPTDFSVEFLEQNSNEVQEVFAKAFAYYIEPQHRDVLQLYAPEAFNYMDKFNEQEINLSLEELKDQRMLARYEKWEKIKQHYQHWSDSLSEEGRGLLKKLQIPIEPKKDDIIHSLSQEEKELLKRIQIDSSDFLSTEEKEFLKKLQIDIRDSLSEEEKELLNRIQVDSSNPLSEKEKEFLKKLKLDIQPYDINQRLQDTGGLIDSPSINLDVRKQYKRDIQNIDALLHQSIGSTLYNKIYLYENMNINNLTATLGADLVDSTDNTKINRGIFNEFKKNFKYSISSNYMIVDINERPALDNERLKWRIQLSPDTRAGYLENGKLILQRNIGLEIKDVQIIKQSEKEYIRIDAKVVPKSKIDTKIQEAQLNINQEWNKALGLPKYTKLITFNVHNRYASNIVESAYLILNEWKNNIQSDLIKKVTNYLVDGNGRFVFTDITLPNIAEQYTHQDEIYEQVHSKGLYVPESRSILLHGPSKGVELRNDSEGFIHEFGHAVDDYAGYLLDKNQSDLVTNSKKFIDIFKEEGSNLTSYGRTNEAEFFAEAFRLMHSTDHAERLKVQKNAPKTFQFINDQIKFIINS
Yp Topo-I inh – Yersinia pestis topoisomerase I inhibitors, primary screen, biochemical, cleavage product accumulation, plate reader, single point; Y. pestis Topo-I cleavage product accumulation; activity, % at 10 µM; 360,000 tested, 0.064% active; in the data active means activity above about 50%, passing the limit was not always enough; inconclusive means no clear call, values can overlap the other calls; further: inactives centre near 2
Vc quorum ag – inducers of Vibrio cholerae quorum light production without autoinducers, primary screen, BH1578 luxS cqsA deficient, single point | V. cholerae BH1578 lux reporter, luminescence, 6 h | activation, % at 18.7 µM | 350,000 tested, 0.16% active | AID 588436, 2011; in the data active means activation mostly above about 9.7%, no sharp cut-off; inconclusive means no clear call, values can overlap the other calls; inactive means mostly below about 3.7%; further: not every result past the cut was called active; inactives centre near 0; reference of the scale not given here
SARS 3CLpro inh – SARS-CoV 3CLpro protease inhibitors, primary screen, biochemical, quenched FRET; 290,000 tested, 0.14% active; inhibition, % at 6 µM; recombinant SARS-CoV 3CLpro, quenched FRET peptide cleavage; in the data active means inhibition above about 12%
Numbers without * were called inactive; i = inactive; u = inconclusive; x = not tested or not shown; & = joins results of further samples.

#	SMILES	Rv3671c inh	Vc quorum ag	PriA SSB inh	PfHsp40 yeast	MazEF act	SARS 3CLpro inh	TcdB GH inh	DUSP3 inh	Yp Topo-I inh	Anthrax LF prot
1	CC(C)(C)/C(O)=C/c1nc2cc(Cl)ccc2oc1=O	7	-0.5	4	u	6	-2	0.0	20	-6	x
2	COc1cc(Cl)c(C)cc1NC(=O)CN1C(=O)C2CCCCC2C1=O (stereo unspecified)	0	i	-8	-0.9	2	x	1.2	x	9	-2
3	O=C(Nc1nc2c(Br)cc(Br)cc2c(=O)s1)c1ccco1	5	-0.2	-2	8.4	7	-2	-0.2	10	-4	x
4	COC(=O)c1ccccc1NC(=O)CC(=O)Nc1ccccc1C(=O)OC	-9	-0.1	-5	x	7	0	2.9	x	3	9
5	O=C(CNC(=O)c1cc(Cl)nc2ccccc12)Nc1ccccc1Br	-11	i	5	-1.6	6	x	1.6	x	-6	7
6	CC(NC(=O)c1ccco1)c1ccc2c(c1)OCCO2 (stereo unspecified)	-4	-0.6	-5	0.4	9	0	x	25	1	-4
7	C[C@H](CO)N1C[C@H](C)[C@@H](CN(C)S(=O)(=O)c2ccc(F)cc2)Oc2c(NC(=O)Nc3ccc(C(F)(F)F)cc3)cccc2C1=O	-60	i	-4	-0.7	10	x	0.8&0.9	x	3	1
8	COc1ccc(NC(=O)Nc2ccc(F)cc2F)c(C)c1	-13	-1.8	-6	1.7	-1	1	x	-6	0	0
9	O=C(NCc1ccc(S(=O)(=O)Nc2ccccc2Cl)s1)c1ccccc1	-16	-0.1	1	-1.1	-5	-3	-1.0	32	-7	x
10	Cc1ccc(OCC(=O)N(Cc2nnc(-c3ccccc3Cl)o2)C2CC2)cc1C	4	i	-8	2.2	-3	x	0.7	x	25	2
11	O=C(NNC(=O)c1ccc(Cl)nc1)c1ccc(Br)cc1	-1	x	-4	0.6	2	x	0.7	x	4	-2
12	O=C1c2ccccc2/C(=C\c2ccc(Br)s2)N1c1ccccc1	0	-0.4	-14	2.1	-1	x	0.6	x	-1	3
13	O=C(NC1CCN(Cc2ccccc2)CC1)c1c(F)cccc1F	-7	-1.6	-6	0.5	-5	0	x	-7	6	0
14	COc1ccc(NC(=O)c2cc(-c3cc(OC)c(OC)c(OC)c3)nc3ccccc23)cc1OC	-21	-0.2	19	-0.1	4	4	0.7	16	10	-2
15	CCCC[C@@H]1CN=C(N)N1CCc1cc(C(F)(F)F)cc(C(F)(F)F)c1	-8	-1.0	-1	-2.1	14	x	1.5	11	7	-8
16	CN1CCC2(CC1)C1CN(C)CC=C1C(C#N)=C(N)C2(C#N)C#N (stereo unspecified)	8&-3	-2.3	-7	0.3&0.2	-66&-20	0&-1	x	13&18	-12&1	5&-2
17	CCOC(=O)c1cnn(-c2ccccc2)c1NC(=O)c1cccs1	0	i	-14	1.6	1	-3	-0.3	30	1	3
18	COC(=O)c1c(N2C(=O)CCC2=O)sc2c1CCCC2	-6	-0.2	-7	-1.2	4	0	0.0	-17	6	2
19	OC(c1ccccc1)(c1ccccc1)c1ccncc1	-1	i	-9	-1.1	3	-3	0.7	-5	0	-1
20	CCCCNc1cc(C)nc(N2CCOCC2)n1	-2	i	-16	-0.3	-8	3	x	-2	0	-1
21	CC(C)NC(=O)c1ccc2nc([C@@H]3O[C@H](CO)[C@H](O)[C@H](O)[C@H]3O)[nH]c2c1	x	i	x	x	x	x	1.3	x	-8	1
22	C[C@H](NC(=O)NCc1cccs1)C(=O)O	8	i	0	0.0	6	6	x	-5	2	3
23	Cn1cnc(S(=O)(=O)N2CCCCC2c2cc(C(=O)Nc3cccc4c3CCCC4)no2)c1 (stereo unspecified)	x	0.1	x	x	x	x	0.9	x	15	4
24	Fc1ccc(CNCc2ccc(Br)cc2)cc1	-7	-0.3	-22	0.4	1	-2	x	-5	-6	-2
25	N#Cc1ccccc1NCC(=O)N1CCN(S(=O)(=O)c2ccccc2)CC1	7	i	-2	0.8	4	x	-0.9	x	4	0

The listing continues.
#	SMILES	Rv3671c inh	Vc quorum ag	PriA SSB inh	PfHsp40 yeast	MazEF act	SARS 3CLpro inh	TcdB GH inh	DUSP3 inh	Yp Topo-I inh	Anthrax LF prot
26	COc1ccc(C(=O)C2CCN(CC(=O)Nc3cc(C)cc(C)c3)CC2)cc1	0	-2.2	-2	0.1	-2	-7	-0.2	12	26	8
27	CC/C(C)=N/NC(=S)NCc1ccco1	0	-0.3	x	0.3	6	5	x	-8	-1	-1
28	CC(=O)NC(c1cccc(F)c1)c1nc(-c2cccc(C(C)C)c2)cs1 (stereo unspecified)	x	-0.5	x	x	x	x	2.6	x	15	-4
29	N#CCc1c(C#N)c(N)nc(N2CCN(S(=O)(=O)c3ccccc3)CC2)c1C#N	-1	2.6	-8	7.0	-6	5	x	13	-2	-5
30	COC(=O)C1=C(C)N(Cc2ccco2)C(=O)N[C@H]1c1cccc(C(F)(F)F)c1	-7	x	12	x	1	-4	x	0	x	x
31	COc1ccc(N(C)S(=O)(=O)c2cccc(C(=O)NCc3ccc4c(c3)OCO4)c2)cc1	-2	0.4	-1	-0.4	-3	-1	1.0	15	4	-3
32	O=C(CSc1nnc2c3ccccc3c3ccccc3c2n1)Nc1ccccc1F	-7	i	-2	-0.8	-8	-2	x	24	-4	-6
33	C/C(O)=C(\C#N)c1nc2ccccc2[nH]1	2	x	-26&-2	-0.9	7	-1	x	0	-4	-8
34	O=C(O)c1ccc(NC(CSCc2ccc(F)cc2)C(=O)O)c([N+](=O)[O-])c1 (stereo unspecified)	-13	i	-3	1.9	-6	4	x	27	0	-3
35	CC(=O)N1CCN(c2ccccc2NC(=S)NC(=O)c2cc3ccccc3o2)CC1	-20	-0.4	-1	-1.9	2	-5	-0.4	-3	12	2
36	C#CCOCCOCCOCCNc1nc(N2CCN(C(=O)[C@H]([C@@H](C)CC)n3cc(CCCN=C(N)N)nn3)CC2)nc(N2CCN(C(=O)[C@H](CCCCN)n3cc(CCC(=O)O)nn3)CC2)n1	-6	-1.5	-25	-0.8	1	-2	-0.9	-3	-3	-3
37	CCCCN(C)C(=O)C1CCN(c2ccc(S(=O)(=O)N3CCOCC3)cc2[N+](=O)[O-])CC1	-6	-1.4	0	0.1	-3	x	1.3	x	23	0
38	CCOC(=O)CNC(=O)c1sc2nc(C)cc(C)c2c1N	10	i	-7	0.5	-12	-3	x	21	-3	-3
39	Cc1onc(-c2ccccc2)c1C(=O)N1CCCN2C(=O)c3ccccc3C21 (stereo unspecified)	2	-0.5	7	-0.9	0	2	1.8	13	-1	-3
40	CC(=O)Nc1ccc(S(=O)(=O)N2CCN(c3cc(C)ccc3C)CC2)cc1	-18	-0.2	9	1.3	0	4	0.3	-5	9	-1
41	Cc1nn(-c2ccccc2)c(C)c1NC(=O)Cc1cccs1	3	0.1	-9	0.4	4	-4	0.9	0	2	-7
42	C[C@@H]1CC[C@]2(O[C@H](CCO)C[C@H](O)[C@H]2O)O1	0	-2.7	-7	-0.5	7	x	-0.1	x	-6	-2
43	O=C(Nc1ccc(N2CCOCC2)c(Cl)c1)c1ccco1	2	-1.0	-13	-1.1	5	6	x	8	5	-1
44	CC(=O)N1CC2(C)CN(C(C)=O)CC(C)(C1)C2	-1	4.2	2	-1.0	-1	-3	x	-3	5	8
45	O=C(CSCC(=O)Nc1cccc2ccccc12)Nc1cccc2ccccc12	-12	3.8	0	0.4	-10	5	-0.9	-19	2	2
46	CCc1ccc(NC(=O)CSc2nc(N)c(NC(=O)c3ccc(F)c(F)c3)c(=O)[nH]2)cc1	-1	i	-4	-0.2	-11	-2	1.9	6	11	x
47	CCc1c(C)nc2cc(-c3ccc(OC)c(OC)c3)nn2c1N1CCCC1	5	-1.7	-1	8.5	1	3	x	-12	32	-3
48	O=C(CCn1c(=O)c2ccccc2n(Cc2cc(=O)n3ccccc3n2)c1=O)NCc1ccco1	-13	-0.2	-15	0.6	4	-7	x	0	2	-2
49	COc1ccc(S(=O)(=O)N(C)CC(=O)NCCN2CCOCC2)cc1C	0	i	-4	-1.3	5	3	0.3	28	2	11
50	OC(C#Cc1ccccc1)(c1ccccc1)c1ccccc1	x	-3.3	-9	2.9	-4	x	-0.3	x	28	-2

Next part.
#	SMILES	Rv3671c inh	Vc quorum ag	PriA SSB inh	PfHsp40 yeast	MazEF act	SARS 3CLpro inh	TcdB GH inh	DUSP3 inh	Yp Topo-I inh	Anthrax LF prot
51	O=C(CN1CCCCCC1)Nc1ccc(S(=O)(=O)N2CCCCC2)cc1	1	-0.4	-6	-0.2	-23	-1	0.4	31	3	5
52	CC(=O)Nc1ccc(S(=O)(=O)n2cnc3cc(C)c(C)cc32)cc1	4	-0.3	-13&-6	0.1	12	4	x	15	-1	-1
53	Cc1nn(C(C)C(=O)NCc2ccco2)c(=O)c2nn(-c3ccccc3)c(C)c12 (stereo unspecified)	3	i	-19	-0.5	0	3	-0.6	43	-1	4
54	CCOc1ccc(NC(=O)CC2C(=O)N(CC)C(=S)N2CCN2CCOCC2)cc1 (stereo unspecified)	-6	-1.0	2	-1.2	2	4	-0.5	6	-14	-3
55	CCCCCCCCCCOC(=O)NC1CCS(=O)(=O)C1 (stereo unspecified)	-1	-0.3	-19	2.7	-8	4	0.3	24	20	0
56	Cc1cccc(C(=O)NCCCN(C)CCCNC(=O)c2cccc(C)c2)c1	6	-0.6	-12	-1.0	11	2	0.7	17	-3	0
57	O=C(NCc1ccc2c(c1)OCO2)c1c(O)c2cccc3c2n(c1=O)CCC3	6	x	6	0.8	-11	-4	x	48	-5	5
58	CC(C)NCC(O)COC1CCC(C(C)(C)C)CC1 (stereo unspecified)	-5	-0.2	-21	0.7	-20	-2	1.2	-21	-3	-3
59	OC(c1ccccc1)c1nc2ccccc2[nH]1 (stereo unspecified)	-1	i	-5&-12	-0.9	2	1	0.7	-16	3	1
60	CCCCn1nnc(NC(=O)C(c2ccccc2)c2ccccc2)n1	2	-0.2	-5	-0.5	-13	3	-0.4	31	0	-10
61	N#Cc1nc(COc2ccc(-c3ccccc3)cc2)oc1NCCCN1CCOCC1	1	-0.1	23	1.0	-3	1	x	29	21	0
62	COc1ccc(C(=O)Nc2ccc3oc(Cc4ccc(Cl)cc4)nc3c2)cc1OC	-28	-0.2	-14	2.0	14	0	-0.2	11	17	-4
63	O=C(c1ccccc1)N1CCCC(C(=O)N2CCN(c3ccccc3)CC2)C1 (stereo unspecified)	9	i	-2	0.5	-7	-1	1.5	21	-5	34*
64	CCCN(Cc1ccccc1)C(=S)Nc1ccc(OCC)cc1	3	i	-14	1.7	0	5	1.1	3	11	-5
65	O=C(Nc1ccccc1)OCCNC1CCCCC1	x	1.2	1	0.3	13	x	0.2	x	-8	-8
66	O=c1cc(CSc2nnnn2-c2ccccc2)nc2sccn12	-6	-0.3	0	0.1	-1	5	2.0	22	8	1

Random excerpt: 3 records from the list.
#	SMILES	Rv3671c inh	Vc quorum ag	PriA SSB inh	PfHsp40 yeast	MazEF act	SARS 3CLpro inh	TcdB GH inh	DUSP3 inh	Yp Topo-I inh	Anthrax LF prot
53	Cc1nn(C(C)C(=O)NCc2ccco2)c(=O)c2nn(-c3ccccc3)c(C)c12 (stereo unspecified)	3	i	-19	-0.5	0	3	-0.6	43	-1	4
60	CCCCn1nnc(NC(=O)C(c2ccccc2)c2ccccc2)n1	2	-0.2	-5	-0.5	-13	3	-0.4	31	0	-10
65	O=C(Nc1ccccc1)OCCNC1CCCCC1	x	1.2	1	0.3	13	x	0.2	x	-8	-8

Some of the compounds tested; the hit share may differ from the screen's.
